Bioassay records as filed in PubChem.
Pf Dd2 inh = P. falciparum Dd2 growth inhibition | SYBR Green, 72 h; hits give low values | activity change, % at 10 µM | hit rate 2.3% among 94,000 | AID 1159554; in the data active = activity change below about -80%; inconclusive = no clear call, values can overlap the other calls
KDM4C inh = KDM4C (human) demethylase inhibition. Q9H3R0. GST-KDM4C 2-372, H3K9me3 peptide, LANCE TR-FRET. inhibition, % at 12.5 µM. hit rate 0.15% among 96,000. AID 720574;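 active = mean replicate inhibition above about 25%, with at least 55% of replicates also reaching it, limit read from the data, passing the limit was not always enough; inconclusive = only one of those two conditions met; inactive = neither condition met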
Target sequence (Q9H3R0 2-372 limits assumed): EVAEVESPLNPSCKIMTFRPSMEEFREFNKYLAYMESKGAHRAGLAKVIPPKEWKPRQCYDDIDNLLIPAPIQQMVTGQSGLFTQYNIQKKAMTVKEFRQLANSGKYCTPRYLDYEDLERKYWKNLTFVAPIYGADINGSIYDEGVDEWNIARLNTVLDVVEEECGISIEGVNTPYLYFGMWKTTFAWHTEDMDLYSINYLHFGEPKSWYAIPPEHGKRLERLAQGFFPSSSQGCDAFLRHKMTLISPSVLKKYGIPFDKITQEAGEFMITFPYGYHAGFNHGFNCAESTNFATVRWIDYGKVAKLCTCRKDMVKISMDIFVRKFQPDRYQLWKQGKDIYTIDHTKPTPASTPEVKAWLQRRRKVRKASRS
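Material: N-terminal GST-fused human GASC-1 (KDM4C) fragment, residues 2-372. Input: 10 nM enzyme. Incubation: enzyme reaction 30 min, then detection 60 min, both room temperature. Doses: one test concentration per compound. Read-out basis: inhibition from TR-FRET ratio decrease. Detection: LANCE TR-FRET, excitation 340 nm, emissions 618 and 671 nm.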
C diff growth = C. difficile growth inhibition; Clostridium difficile clinical isolate growth, OD600, 24 h; hits give low values; growth activity, negative = inhibition, % at 16 µg/mL (by protocol); hit rate 0.25% among 86,000; AID 1259249;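 active = mean growth activity at or below -80% and every replicate also at or below -80%; inconclusive = mean at or below -80% but some replicate above -80%; inactive = mean growth activity above -80%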;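 also: 0% = DMSO wells and -100% = levofloxacin 16 µg/mL wells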
Tcruzi prolif = T. cruzi proliferation inhibition. T. cruzi beta-gal in NIH3T3, GalScreen luminescence, 90 h. inhibition, % at 8.34 µM. hit rate 5.9% among 77,000;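 active = mean inhibition above about 93%, with at least 55% of replicates each passing it, limit read from the data, passing the limit was not always enough; inconclusive = only one of those two conditions holds; inactive = neither condition holds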
* hit, by the source's call; ? = inconclusive; nt = not tested or not shown; & = joins results of further samples.

The opening two entries (preview)
SMILES	Pf Dd2 inh	KDM4C inh	C diff growth	Tcruzi prolif
C[C@@H]1CN([C@H](C)CO)C(=O)c2c(c3ccccc3n2C)-c2ccccc2CO[C@@H]1CN(C)C(=O)N[C@H](C)c1ccccc1	-30	2.0	-5	24
C[C@@H]1CN([C@@H](C)CO)C(=O)c2cc(NS(=O)(=O)c3cn(C)cn3)ccc2O[C@H]1CN(C)Cc1ccc(-c2ccccc2)cc1	-6	-1.0	-7	25

The list itself, from the start:
SMILES	Pf Dd2 inh	KDM4C inh	C diff growth	Tcruzi prolif
C[C@@H]1CN([C@H](C)CO)C(=O)c2c(c3ccccc3n2C)-c2ccccc2CO[C@@H]1CN(C)C(=O)N[C@H](C)c1ccccc1	-30	2.0	-5	24
C[C@@H]1CN([C@@H](C)CO)C(=O)c2cc(NS(=O)(=O)c3cn(C)cn3)ccc2O[C@H]1CN(C)Cc1ccc(-c2ccccc2)cc1	-6	-1.0	-7	25
COc1ccc2c3c([nH]c2c1)[C@H](CO)N(C(=O)Nc1ccc(F)cc1)CC31CN(S(C)(=O)=O)C1	0	-2.4	-11	nt
O=C(C[C@H]1CC[C@@H]2[C@H](COC[C@@H](O)CN2C(=O)c2cnccn2)O1)NCc1ccc(F)cc1	nt	-1.2	-5&-16	-17
C[C@@H]1CN([C@H](C)CO)C(=O)c2cc(NC(=O)CCCN(C)C)ccc2O[C@@H]1CN(C)C(=O)Nc1ccc2c(c1)OCO2	5	1.2	5	0
C[C@@H]1CN([C@H](C)CO)C(=O)c2cccc(NC(=O)C3CCOCC3)c2O[C@H]1CN(C)C(=O)Nc1cccc2ccccc12	10	0.1	-1	103*
CCCNC(=O)C[C@@H]1CC[C@H]2[C@H](COc3ccc(NC(=O)c4ccc(Cl)cc4)cc3C(=O)N2C)O1	-5	-4.1	5	30
C[C@H](CO)N1C[C@H](C)[C@H](CN(C)C(=O)Nc2ccc3c(c2)OCO3)Oc2ccc(NC(=O)CCCN(C)C)cc2C1=O	2	0.3	-3	36
O=C(N[C@@H]1CC[C@H](CCNS(=O)(=O)Cc2ccccc2)O[C@@H]1CO)c1ccccc1F	-14	-0.3	nt	25
C[C@@H]1CN([C@@H](C)CO)C(=O)CCCn2nncc2CO[C@H]1CN(C)Cc1cccc(C(F)(F)F)c1	-10&-6	-0.5	9	57&1
CCCNC(=O)N1[C@H](CO)[C@H](c2ccc(C3=CCCC3)cc2)[C@@H]1CNC(C)=O	3	-1.3	-3	13
COCC(=O)Nc1ccc2c(c1)C(=O)N(C)C[C@@H](OC)[C@@H](C)CN(Cc1cccc(F)c1)[C@@H](C)CO2	-24	0.1	nt	-35
COc1ccc(-c2cnc3c(c2)C(=O)N([C@H](C)CO)C[C@H](C)[C@H](CN(C)S(=O)(=O)c2ccc(C)cc2)O3)cc1	-48	-6.9	5	99
C[C@H]1CN([C@@H](C)CO)C(=O)c2cc(NC(=O)C3CCCCC3)ccc2O[C@@H]1CN(C)Cc1ccc(C(F)(F)F)cc1	15	0.0	-4	92*
Cc1ccc(-c2ccc3c(c2)O[C@H](CN(C)C(=O)C2CCCCC2)[C@@H](C)CN([C@H](C)CO)S3(=O)=O)cc1	-18	3.1	nt	112*
C/C=C/c1ccc([C@H]2[C@@H](CO)N(CC3CCOCC3)C23CN(C(=O)COC)C3)cc1	-56	-1.6	-5	nt
CC(C)NC(=O)Nc1ccc2c(c1)C(=O)N([C@H](C)CO)C[C@H](C)[C@H](CN(C)C(=O)c1ccncc1)OCCCC[C@H](C)O2	30	0.3	5	47
COCC(=O)Nc1ccc2c(c1)C(=O)N(C)[C@@H]1CC[C@H](CC(=O)NCc3ccccc3Cl)O[C@H]1CO2	0	-0.5	1	-29
COCC(=O)Nc1ccc2c(c1)[C@@H]1C[C@@H](CC(=O)NCC3CC3)O[C@@H](CO)[C@@H]1O2	26	2.7	-1	10
C[C@H](CO)N1C[C@H](C)[C@@H](CN(C)Cc2ccc(C(F)(F)F)cc2)Oc2ccc(NC(=O)CCCCCC(=O)Nc3ccccc3N)cc2CC1=O	-41	-1.0	27	60
CCCC#Cc1ccc([C@H]2[C@H](CO)N3C(=O)CN(C(=O)c4ccccc4)C[C@@H]23)cc1	14	-0.8	3	nt
COc1ccc(NC(=O)N2C[C@H](O)COC[C@@H]3O[C@@H](CC(=O)N4CCOCC4)CC[C@H]32)cc1	10	1.7	nt	9
COCC#Cc1ccc([C@@H]2[C@H]3CN(C(=O)C4CCOCC4)CC(=O)N3[C@H]2CO)cc1	-21	0.0	5	nt
C[C@H]1CN([C@@H](C)CO)S(=O)(=O)c2ccc(-c3cccnc3)cc2O[C@H]1CN(C)C(=O)NC1CCCCC1	-4	0.9	-1	28
O=C(C[C@@H]1C=C[C@@H](NC(=O)Cc2ccccn2)[C@H](CO)O1)NCCCN1CCOCC1	10	1.0	nt	49
C[C@@H]1CN([C@H](C)CO)C(=O)CCCn2nncc2CO[C@H]1CN(C)S(=O)(=O)c1ccc(F)cc1	-12	nt	-4	8
CO[C@@H](CN(C)S(=O)(=O)c1ccc(C)cc1)[C@H](C)CN(C(=O)Nc1ccccc1F)[C@@H](C)CO	7	-0.7	nt	40
Cc1ccc(S(=O)(=O)Nc2ccc3c(c2)C(=O)N([C@H](C)CO)C[C@H](C)[C@H](CN(C)Cc2ccccc2)O3)cc1	-6	-0.8	6	25
C[C@@H]1CN([C@H](C)CO)C(=O)c2cc(N(C)C)ccc2O[C@H]1CN(C)C(=O)Nc1cccc2ccccc12	9	-0.3	-8	-16
COC(=O)C[C@@H]1C[C@H]2c3cc(NC(=O)c4ccc5c(c4)OCO5)ccc3O[C@H]2[C@H](CO)O1	-4	1.1	-5	48
CCC(=O)N[C@@H]1C=C[C@H](CC(=O)NCc2cc(F)cc(F)c2)O[C@H]1CO	23	0.8	nt	4
O=C(C1CCCCC1)N1CC2(C1)[C@@H](c1ccccc1)[C@@H](CO)N2C(=O)NC1CCCC1	18	-0.4	1	nt
COCC#Cc1cnc2c(c1)C(=O)N([C@@H](C)CO)C[C@@H](C)[C@@H](CN(C)C(=O)c1cccc(F)c1)O2	34	-3.4	-2	25
C[C@@H]1CCCCO[C@@H](CN(C)C(=O)Nc2ccc(C(F)(F)F)cc2)[C@H](C)CN([C@@H](C)CO)C(=O)c2cc(NC(=O)Nc3ccc(F)cc3)ccc2O1	10	0.6	0	106*
N#C[C@H]1[C@H](c2ccc(-c3cccnc3)cc2)[C@H](CO)N1C(=O)Nc1ccc(F)cc1	-22	2.0	0	18
O=C(C[C@@H]1CC[C@@H](NC(=O)Nc2cc(F)ccc2F)[C@@H](CO)O1)NCc1ccc2c(c1)OCO2	-16	-1.1	nt	0
O=C(NC1CCCCC1)N[C@@H]1CC[C@H](CCNS(=O)(=O)c2ccccc2)O[C@@H]1CO	-25	0.7	2	-31
Cc1ccc(S(=O)(=O)Nc2ccc3c(c2)C(=O)N([C@@H](C)CO)C[C@H](C)[C@H](CN(C)C(=O)CCCN(C)C)OCCCC[C@H](C)O3)cc1	-15	2.2	nt	37
COc1ccc(S(=O)(=O)Nc2ccc3c(c2)CC(=O)N([C@H](C)CO)C[C@H](C)[C@H](CN(C)S(=O)(=O)c2ccccc2)O3)cc1	-74	-1.2	8	33
CN(C)C(=O)c1ccc(-c2ccc3c(c2)[C@H]2[C@H](CCN2C(=O)C2CCCC2)[C@@H](CO)N3C)cc1	-71	0.4	4	nt
C[C@@H]1CN([C@@H](C)CO)C(=O)Cc2cc(NC(=O)c3ccncc3)ccc2O[C@H]1CN(C)Cc1ccc(C(F)(F)F)cc1	-27	0.8	2	91
C[C@H](CO)N1C[C@H](C)[C@@H](CN(C)Cc2ccccc2C(=O)O)Oc2ncc(C3=CCCCC3)cc2C1=O	8	1.2	-3	-14
C[C@H](CO)N1C[C@H](C)[C@H](CN(C)CC2CC2)OCc2cn(nn2)CCCC1=O	-2	-0.5	nt	-33
C[C@H](CO)N1C[C@H](C)[C@H](CN(C)C(=O)CN(C)C)Oc2cc(C3=CCCCC3)ccc2S1(=O)=O	-52	1.0	5	59
O=C(C1CCC1)N1CC(=O)N2[C@H](CO)[C@@H](c3ccc(-c4ccccc4F)cc3)[C@@H]2C1	-41	-1.1	-11	nt
Cc1ccc(-c2ccc([C@@H]3[C@H](CO)N4CCCCN(C(=O)Nc5ccccc5)C[C@@H]34)cc2)cc1	-9	-3.1	-92*	?
CCCNC(=O)Nc1ccc2c(c1)OC[C@H](C)N(Cc1ccccc1)C[C@@H](C)[C@@H](OC)CN(C)C2=O	-33	0.8	2	35
O=C(N[C@H]1CC[C@@H](CC(=O)N2CCCCC2)O[C@@H]1CO)c1cccc(F)c1	6	4.1	0	19
C[C@H](CO)N1C[C@H](C)[C@@H](CN(C)S(=O)(=O)c2ccc(C#N)cc2)OCc2cn(nn2)CCCC1=O	3	nt	nt	-26
COc1ccc(NC(=O)Nc2ccc3c(c2)CC(=O)N([C@@H](C)CO)C[C@@H](C)[C@@H](CN(C)C(=O)Nc2ccc4c(c2)OCO4)O3)cc1	-8	3.0	2	-1

Next section
SMILES	Pf Dd2 inh	KDM4C inh	C diff growth	Tcruzi prolif
C[C@H](CO)N1C[C@H](C)[C@H](CN(C)S(=O)(=O)c2ccccc2)Oc2c(NC(=O)c3cnccn3)cccc2C1=O	-1	-1.6	nt	12
CN(C)CC(=O)N[C@@H]1CC[C@@H](CCNC(=O)C2CC2)O[C@@H]1CO	34	-0.3	-2	nt
COc1ccc(NC(=O)N(C)C[C@H]2OCCCC[C@H](C)Oc3ccc(NC(=O)CCC(F)(F)F)cc3C(=O)N([C@H](C)CO)C[C@@H]2C)cc1	-5	-1.8	-1	38
CO[C@@H]1CN(C)C(=O)c2cc(NC(=O)Nc3ccccc3)ccc2OC[C@@H](C)N(CC2CC2)C[C@H]1C	-4	-0.4	nt	-69
O=C(Cc1ccccn1)N[C@H]1C=C[C@@H](CC(=O)N2CCCCC2)O[C@@H]1CO	3	nt	0	-90
Cn1cnc(S(=O)(=O)N2C[C@@H](O)COC[C@H]3O[C@H](CC(=O)NCc4cccc(F)c4)CC[C@@H]32)c1	nt	1.6	-1&-6	44
CCCC#Cc1ccc([C@@H]2[C@H](CO)N3C(=O)CN(C(=O)c4ccncc4)C[C@@H]23)cc1	-50	-0.2	1	nt
COc1ccc(S(=O)(=O)Nc2cccc3c2O[C@H](CN(C)Cc2ccc(C(F)(F)F)cc2)[C@H](C)CN([C@@H](C)CO)C3=O)cc1	-14	-0.3	60	100
O=C(C[C@@H]1CC[C@@H]2[C@H](COC[C@H](O)CN2S(=O)(=O)c2ccc(F)cc2)O1)NCC1CC1	-3	1.4	-2	33
COc1ccc(-c2cnc3c(c2)C(=O)N([C@H](C)CO)C[C@H](C)[C@H](CN(C)C(=O)Nc2cccc4ccccc24)O3)cc1	-54	0.7	15	57
CNC[C@@H]1Oc2ccc(NC(=O)Cn3cnnn3)cc2CC(=O)N([C@H](C)CO)C[C@@H]1C	17	-0.1	0	nt
Cn1cnc(S(=O)(=O)N2CC[C@@H]3[C@@H](CO)Nc4ccc(C#Cc5ccccc5F)cc4[C@@H]32)c1	10	-2.3	-12	nt
C[C@H](CO)N1C[C@H](C)[C@@H](CN(C)Cc2ccc(C(=O)O)cc2)OCCCC[C@H](C)Oc2ccc(NC(=O)Nc3ccc(C(F)(F)F)cc3)cc2C1=O	43	-0.4	3	35
C[C@H](CO)N1C[C@H](C)[C@@H](CN(C)C(=O)c2ccncc2)Oc2ncc(C#CC3CCCCC3)cc2C1=O	-29	-0.3	-20	-72
COCC(=O)N1CC2(C1)CN(C(=O)Nc1ccccc1F)[C@@H](CO)c1[nH]c3cc(OC)ccc3c12	19	-1.0	-21	nt
C[C@H](CO)N1C[C@H](C)[C@H](CN(C)S(C)(=O)=O)OCc2ccccc2-c2c(n(C)c3ccccc23)C1=O	-16	nt	-6	nt
CN1C(=O)c2cc(NC(=O)c3cnccn3)ccc2OC[C@@H]2O[C@H](CC(=O)NCC3CC3)CC[C@@H]21	7	2.1	7	nt
C[C@@H]1CN([C@@H](C)CO)C(=O)CCCn2nncc2CO[C@@H]1CN(C)Cc1ccccc1C(=O)O	-9	0.6	nt	-2

Part of the list above in order of length of the SMILES, largest number first.
SMILES	Pf Dd2 inh	KDM4C inh	C diff growth	Tcruzi prolif
C[C@H](CO)N1C[C@H](C)[C@@H](CN(C)Cc2ccc(C(=O)O)cc2)OCCCC[C@H](C)Oc2ccc(NC(=O)Nc3ccc(C(F)(F)F)cc3)cc2C1=O	43	-0.4	3	35
COc1ccc(-c2cnc3c(c2)C(=O)N([C@H](C)CO)C[C@H](C)[C@H](CN(C)C(=O)Nc2cccc4ccccc24)O3)cc1	-54	0.7	15	57
CN1C(=O)c2cc(NC(=O)c3cnccn3)ccc2OC[C@@H]2O[C@H](CC(=O)NCC3CC3)CC[C@@H]21	7	2.1	7	nt
Cn1cnc(S(=O)(=O)N2CC[C@@H]3[C@@H](CO)Nc4ccc(C#Cc5ccccc5F)cc4[C@@H]32)c1	10	-2.3	-12	nt
C[C@@H]1CN([C@@H](C)CO)C(=O)CCCn2nncc2CO[C@@H]1CN(C)Cc1ccccc1C(=O)O	-9	0.6	nt	-2
CNC[C@@H]1Oc2ccc(NC(=O)Cn3cnnn3)cc2CC(=O)N([C@H](C)CO)C[C@@H]1C	17	-0.1	0	nt
